TAAR1 antag – antagonists of human TAAR1 | CHO RD-HGA16 TAAR1, Fluo-8 calcium fluorescence, antagonist | Q96RJ0 | inhibition, % at 3 µM | 360,000 compounds, 1.5% hits | AID 624466;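 active = inhibition above a per-plate cutoff, the mean inhibition of test compounds on that plate plus 3 SD, cut at about 49% in these data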;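 note: 0% = DMSO plus EC80 beta-PEA response and 100% = DMSO alone without agonist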
Target sequence (Q96RJ0 whole entry, looked up): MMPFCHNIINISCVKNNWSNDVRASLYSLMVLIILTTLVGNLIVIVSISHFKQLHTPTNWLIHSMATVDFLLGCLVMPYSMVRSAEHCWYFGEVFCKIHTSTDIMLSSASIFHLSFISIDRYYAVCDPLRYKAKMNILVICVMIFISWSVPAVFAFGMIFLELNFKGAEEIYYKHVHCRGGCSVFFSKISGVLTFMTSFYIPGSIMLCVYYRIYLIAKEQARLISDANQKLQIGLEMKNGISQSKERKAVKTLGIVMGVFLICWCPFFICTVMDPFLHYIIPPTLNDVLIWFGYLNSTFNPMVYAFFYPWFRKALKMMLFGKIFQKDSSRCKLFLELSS
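Material: CHO RD-HGA16 cells bearing hTAAR1; compound dosing: one-point dosing, 3 µM nominal final; schedule: dye loading 75 min at 37 °C, then 30 min room temperature; measured by: calcium fluorescence with Fluo-8; control set: vehicle and agonist controls; replication: n of 1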
CHO-K1 Ca antag – M1 antagonist counterscreen hit in parental CHO-K1 cells. 360,000 compounds, 0.6% hits. inhibition, % at 3 µM. AID 602250. ATP-induced calcium, Fluo-8 fluorescence;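 active = inhibition above a per-plate cutoff, the plate's mean sample inhibition plus 3 SD, cut at about 24% in these data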;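 note: 0% = DMSO plus EC80 ATP and 100% = DMSO alone without ATP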
OXTR potentiate – human OXTR potentiation; P30559; 320,000 compounds, 0.061% hits; activation, % at 3 µM; CHO-OTR cells, Fluo-8 calcium fluorescence, potentiator mode; 0% = oxytocin EC15, 100% = EC100;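 active = activation above that plate's cutoff, the mean activation of tested compounds plus 3 SD, cut at about 6.6% in these data, passing the limit was not always enough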;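 note: 100% uses oxytocin at 75 nM as the full agonist control; some results filed as inactive read as strong as hits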
Target sequence (P30559 whole entry, looked up): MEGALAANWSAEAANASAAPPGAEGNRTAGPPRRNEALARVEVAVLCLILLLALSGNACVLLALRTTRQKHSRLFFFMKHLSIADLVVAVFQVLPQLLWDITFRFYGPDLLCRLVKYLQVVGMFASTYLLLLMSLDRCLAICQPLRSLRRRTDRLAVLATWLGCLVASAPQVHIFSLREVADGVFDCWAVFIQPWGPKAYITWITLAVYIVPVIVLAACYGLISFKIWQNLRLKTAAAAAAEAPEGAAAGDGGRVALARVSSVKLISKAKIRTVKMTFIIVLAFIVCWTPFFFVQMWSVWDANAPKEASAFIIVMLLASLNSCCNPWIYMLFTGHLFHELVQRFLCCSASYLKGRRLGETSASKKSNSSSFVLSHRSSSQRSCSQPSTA
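Assay system: CHO-OTR cells, human receptor / Also added: oxytocin at about EC15, sub-maximal agonist stimulus / Dosing: single dose, 3.0 µM nominal final compound concentration / Incubation: 6 min pre-incubation, 100 s read / Technique: Fluo-8 calcium dye fluorescence / Read-out: % activation vs EC15 and EC100 oxytocin / Benchmarks: EC15 oxytocin low, 75 nM oxytocin high / Replicates: singlicate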
OXTR agonist – activates the human oxytocin receptor | activation, % at 3 µM | P30559 | 320,000 compounds, 0.32% hits | AID 2435 | CHO-OTR cells, Fluo-8 calcium fluorescence; normalized: DMSO 0%, oxytocin 100%;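 active = activation above the mean of all tested compounds plus 3 SD, cutoff set per screening run, cut at about 20% in these data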;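 note: peak over basal fluorescence ratio from a 100 s FLIPR kinetic read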
CHO-K1 Ca ag – nonselective activator or artifact in parental CHO-K1 cells | 360,000 compounds, 0.48% hits | activation, % at 3 µM | Fluo-8 calcium fluorescence; scaled to maximal ATP response, vehicle zero; in the data active = activation above about 15%;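 note: untransfected CHO-K1 host cells lacking M1 receptor as counterscreen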
V1R ag counter – V1a receptor agonism, counter-screen for OXTR agonists; 320,000 compounds, 0.25% hits; CHO-V1R cells, Fluo-8 calcium fluorescence, agonist mode; 0% DMSO, 100% 3 nM vasopressin; activation, % at 3 µM; P37288;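 active = activation above the mean activation of all tested compounds plus 3 SD, per screening run, cut at about 20% in these data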;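 note: signal is peak over basal fluorescence ratio across a 100 second FLIPR read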
CHO-K1 Ca PAM – counter-screen for M1 PAMs: effect in parental CHO-K1 cells. activation, % at 3 µM. 360,000 compounds, 0.02% hits. AID 602247. ATP EC20, Fluo-8 calcium fluorescence; 0% at ATP EC20, 100% at ATP max;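 active = activation above the run cutoff, the mean activation of all test compounds plus 3 SD, cut at about 40% in these data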;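 note: peak over basal fluorescence ratio in a 140 s read after ATP addition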
GPR7 antag – antagonists of human GPR7 (neuropeptides B/W receptor 1) | P48145 | 290,000 compounds, 1.1% hits | GPR7-expressing cells, fluorescence antagonist assay | inhibition, % at 4.4 µM; in the data active = inhibition above about 16%, passing the limit was not always enough;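 note: cells stimulated with the agonist NPW; 0% = agonist with vehicle and 100% = vehicle without agonist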
Target sequence (P48145 whole entry, looked up): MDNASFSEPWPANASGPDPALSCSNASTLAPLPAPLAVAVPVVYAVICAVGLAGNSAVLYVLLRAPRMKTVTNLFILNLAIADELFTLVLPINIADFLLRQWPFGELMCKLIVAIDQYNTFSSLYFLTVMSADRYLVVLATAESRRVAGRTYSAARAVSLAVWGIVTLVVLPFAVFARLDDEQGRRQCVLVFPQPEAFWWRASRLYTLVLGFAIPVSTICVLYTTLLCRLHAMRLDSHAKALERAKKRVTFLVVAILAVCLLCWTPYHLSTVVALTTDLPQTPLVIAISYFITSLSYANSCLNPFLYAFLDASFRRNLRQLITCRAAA
CHO parental Ca – counter-screen for OX1R antagonists: effect in parental CHO cells; parental CHO-K1, ATP-induced calcium, Fluo-8 fluorescence; inhibition, % at 5.6 µM; 330,000 compounds, 0.63% hits; AID 463079;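 active = inhibition above that plate's mean sample inhibition plus 3 SD, cut at about 26% in these data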;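 note: 0% = ATP-challenged DMSO wells and 100% = DMSO wells without ATP; some compounds past the cut are filed as inactive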
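Assay system: untransfected parental CHO cell line. Also added: ATP agonist challenge. Dosing: one dose, 5.6 µM nominal. Measured by: Fluo-8 fluorescence. Read-out: % inhibition. Benchmarks: ATP wells versus no-ATP DMSO wells. Repeats: no replicates.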
Starred values were filed as active, the others as inactive; nt = not tested or not shown.

1. COC(=O)C1SCC2C(=O)N(Cc3ccc(Cl)c(Cl)c3)CC(=O)N21 (stereo not drawn)
2. CC(C)CNC(=S)Nc1ccc(F)cc1
3. CCCOc1ccc(/C=C2\SC(=S)N(CC3CCCO3)C2=O)cc1 (stereo not drawn)
4. Nn1cnnc1SCC(=O)Nc1ccc2c(c1)OCCO2
5. O=C(CCc1c[nH]c2ccccc12)NCc1ccc2c(c1)OCO2
6. CC1CC(C)CN(C(=O)c2cccc(S(=O)(=O)N3c4ccccc4CC3C)c2)C1 (stereo not drawn)

Screen / compound no. | 1 | 2 | 3 | 4 | 5 | 6
TAAR1 antag | -3 | 6 | -25 | -4 | 4 | -3
CHO-K1 Ca antag | -4 | -18 | 1 | -21 | -27 | -4
OXTR potentiate | -13 | -6 | 0 | 0 | -6 | nt
OXTR agonist | -0.3 | -0.1 | 0.9 | -0.1 | 0.1 | nt
CHO-K1 Ca ag | 2.2 | 1.0 | -0.4 | 0.4 | 0.8 | -0.3
V1R ag counter | 2.2 | 0.4 | 0.5 | 1.0 | -0.2 | nt
CHO-K1 Ca PAM | 22 | 31 | 2 | 11 | 0 | 11
GPR7 antag | -7 | -9 | -6 | -13 | -4 | nt
CHO parental Ca | -6 | 0 | -12 | -3 | -11 | nt

7. COC(=O)C1=C(SC)N(c2ccc(OC)cc2)C(c2ccccc2)CC1=O (stereo not drawn)
8. COc1ccc(OCc2cc(-c3ccc(Cl)cc3)no2)cc1
9. CCCC(=O)c1cc2c(cc1NC(=O)CC)OCCO2
10. CC(=O)Nc1cccc(NC(=S)Nc2cccc3ccccc23)c1
11. Cc1ccccc1OCCC(=O)OCC(=O)NC(=O)c1ccccc1
12. CS(=O)(=O)c1ccc(Nc2nc(C(N)Cc3ccc(F)cc3)cs2)cc1 (stereo not drawn)

Screen / compound no. | 7 | 8 | 9 | 10 | 11 | 12
TAAR1 antag | 19 | 9 | -6 | 6 | -27 | -3
CHO-K1 Ca antag | -14 | 5 | 10 | -4 | 9 | 1
OXTR potentiate | -4 | -2 | -11 | 0 | -8 | nt
OXTR agonist | -1.0 | -1.2 | -0.1 | -0.7 | 1.2 | nt
CHO-K1 Ca ag | 0.4 | -0.2 | -0.4 | 2.0 | 0.8 | 0.8
V1R ag counter | 0.5 | 0.8 | -0.5 | 0.7 | 0.2 | nt
CHO-K1 Ca PAM | 18 | -7 | -8 | -1 | -10 | 2
GPR7 antag | -4 | -4 | -12 | 1 | nt | nt
CHO parental Ca | -19 | -13 | -10 | -13 | -12 | nt

13. CC1(C)Cc2c(sc(NC(=O)C(=O)N3CCCCC3)c2C(N)=O)CO1
14. Cc1occc1-c1nnc(SCC(=O)N2CC(=O)Nc3ccccc32)n1CC(C)C
15. Cc1nn(-c2ccccc2)c(C)c1NC(=O)COc1ccc(C#N)cc1
16. COc1ccc(N(C)C(=O)C2CCCN2S(=O)(=O)c2cccc3nsnc23)cc1 (stereo not drawn)
17. O=C(c1ccc(CNS(=O)(=O)c2ccccc2)cc1)N1CCN(Cc2ccccc2)CC1
18. O=C(NN1CCOCC1)C12CC3CC(CC(C3)C1)C2

Screen / compound no. | 13 | 14 | 15 | 16 | 17 | 18
TAAR1 antag | -17 | 7 | 21 | 4 | 0 | -5
CHO-K1 Ca antag | -5 | -5 | 11 | -14 | -11 | -13
OXTR potentiate | -6 | -1 | 5 | -8 | -3 | -1
OXTR agonist | 0.3 | 0.1 | -0.5 | 0.8 | 3.6 | -0.5
CHO-K1 Ca ag | -0.4 | 0.5 | 13 | 1.0 | 4.0 | 0.3
V1R ag counter | 1.0 | -0.5 | -0.7 | -0.3 | 2.5 | 0.7
CHO-K1 Ca PAM | -9 | 20 | 19 | 11 | 0 | 23
GPR7 antag | -12 | -4 | -6 | -8 | 18 | -8
CHO parental Ca | -4 | 1 | -7 | -9 | -14 | -4

19. CCCCN1C(=O)C(=O)N(CC(=O)c2cc(C)n(-c3cc(C)on3)c2C)C1=O
20. CC(C)CCN1CCC(Cc2ccccc2)(NC(=O)c2ccccc2)C1=O (stereo not drawn)
21. C=CCC(O)c1c(-c2ccccc2)nn(C)c1Cl (stereo not drawn)
22. COc1ccccc1CC(=O)N1CCN(c2cccc(Cl)c2)CC1
23. C/C(=N\NC(=O)Cn1ccc(C(F)(F)F)n1)c1ccco1
24. Cc1cccc(-n2c(=O)c3c4c(sc3n3c(=S)[nH]nc23)CCC4)c1

Screen / compound no. | 19 | 20 | 21 | 22 | 23 | 24
TAAR1 antag | 17 | 38 | -1 | 13 | -9 | -13
CHO-K1 Ca antag | -6 | -15 | -9 | 0 | -8 | 8
OXTR potentiate | -2 | 5 | 2 | -18 | -9 | nt
OXTR agonist | -2.0 | 1.1 | -0.7 | 0.8 | -0.1 | nt
CHO-K1 Ca ag | 1.9 | 3.5 | 1.1 | 5.6 | 1.3 | -0.4
V1R ag counter | 0.9 | 1.8 | -0.5 | 4.6 | 1.4 | nt
CHO-K1 Ca PAM | 3 | -3 | 25 | 7 | 11 | -12
GPR7 antag | nt | nt | -12 | 1 | -13 | -6
CHO parental Ca | -15 | -6 | -13 | 16 | -5 | nt

Part of the list above, with tabs:
No.	smiles	TAAR1 antag	CHO-K1 Ca antag	OXTR potentiate	OXTR agonist	CHO-K1 Ca ag	V1R ag counter	CHO-K1 Ca PAM	GPR7 antag	CHO parental Ca
16	COc1ccc(N(C)C(=O)C2CCCN2S(=O)(=O)c2cccc3nsnc23)cc1 (stereo not drawn)	4	-14	-8	0.8	1.0	-0.3	11	-8	-9
11	Cc1ccccc1OCCC(=O)OCC(=O)NC(=O)c1ccccc1	-27	9	-8	1.2	0.8	0.2	-10	nt	-12
14	Cc1occc1-c1nnc(SCC(=O)N2CC(=O)Nc3ccccc32)n1CC(C)C	7	-5	-1	0.1	0.5	-0.5	20	-4	1
13	CC1(C)Cc2c(sc(NC(=O)C(=O)N3CCCCC3)c2C(N)=O)CO1	-17	-5	-6	0.3	-0.4	1.0	-9	-12	-4
4	Nn1cnnc1SCC(=O)Nc1ccc2c(c1)OCCO2	-4	-21	0	-0.1	0.4	1.0	11	-13	-3

Next section:
25. CCC(C)(C)n1nnnc1CN(Cc1cccs1)Cc1cc2cc(OC)ccc2[nH]c1=O
26. Cc1ccc(Oc2ccc(NC(=O)CSc3n[nH]c(N)n3)cc2)cc1
27. N#Cc1cc([N+](=O)[O-])ccc1NC(=O)COC(=O)c1cnccn1
28. CC(NC(=O)c1ccc(=O)oc1)c1ccccc1 (stereo not drawn)
29. COc1cc(/C=C(\C#N)c2nc3c(s2)CC(C)CC3)ccc1O (stereo not drawn)
30. Cc1cccc(C(=O)NCC2CCN(C(=O)c3cccc(C)c3)CC2)c1

Screen / compound no. | 25 | 26 | 27 | 28 | 29 | 30
TAAR1 antag | 43 | 3 | -21 | 4 | 23 | -21
CHO-K1 Ca antag | -7 | 20 | -2 | -3 | 9 | 1
OXTR potentiate | -17 | -6 | -5 | -5 | -12 | -3
OXTR agonist | -0.3 | -0.7 | -0.1 | -0.1 | 13 | -1.5
CHO-K1 Ca ag | 2.4 | -0.3 | 0.4 | 0.7 | 8.7 | -0.3
V1R ag counter | -0.5 | 0.0 | 0.6 | -0.5 | 12 | 1.0
CHO-K1 Ca PAM | 24 | -10 | 12 | 14 | 7 | -10
GPR7 antag | nt | -6 | nt | -16 | -7 | -4
CHO parental Ca | -39 | -2 | 3 | 8 | 12 | -19

31. Cc1ccc(C)c(N2CCN(C(=O)Cc3cn(C)c4ccccc34)CC2)c1
32. COc1ccc(NS(=O)(=O)c2ccc3c(c2)NC(=O)CCS3)cc1Cl
33. COc1cccc(-c2nn(-c3ccccc3)cc2/C=C\C(=O)c2cccs2)c1
34. O=C(O)C1CCN(C(=O)Cc2ccccc2)CC1
35. CCCCNC(=O)C1CCCN1S(=O)(=O)c1cccc2nsnc12 (stereo not drawn)
36. Cc1c(C)c2ccc(OCC(=O)Nc3ccccn3)c(C)c2oc1=O

Screen / compound no. | 31 | 32 | 33 | 34 | 35 | 36
TAAR1 antag | 26 | 15 | 22 | -9 | -3 | -12
CHO-K1 Ca antag | 11 | 5 | -5 | -20 | -10 | -14
OXTR potentiate | -14 | -7 | -2 | -9 | 2 | 3
OXTR agonist | -2.7 | 6.0 | 1.0 | 0.2 | 0.5 | -0.2
CHO-K1 Ca ag | 0.9 | 10 | 0.8 | 2.3 | 0.2 | 1.9
V1R ag counter | 1.1 | 5.8 | 1.7 | 0.6 | -0.3 | 0.3
CHO-K1 Ca PAM | -1 | 2 | 8 | 27 | -2 | 21
GPR7 antag | -16 | 10 | 4 | -2 | 2 | -1
CHO parental Ca | -11 | 1 | -18 | 1 | -7 | -3

37. COc1cc2ncnc(NCc3cccs3)c2cc1OC
38. CCN(CC)C(=O)CSc1nnc(-c2cccs2)n1Cc1ccco1
39. O=C(CCn1nc(-c2ccccc2)ccc1=O)N1CCCC1
40. Cc1cc(N2CCOCC2)nc2cc(O)ccc12
41. O=c1oc2cc(O)ccc2c2c1CCCC2
42. CCC(C)(C(=O)NC1CCCCC1)N(CC1CCCO1)C(=O)CNC(=O)c1ccccc1 (stereo not drawn)

Screen / compound no. | 37 | 38 | 39 | 40 | 41 | 42
TAAR1 antag | 4 | 11 | -5 | -5 | -5 | -8
CHO-K1 Ca antag | 0 | 1 | 18 | -10 | -10 | -13
OXTR potentiate | 0 | -5 | -6 | -3 | -4 | -8
OXTR agonist | 1.5 | -0.1 | -1.7 | 0.3 | 0.7 | -0.7
CHO-K1 Ca ag | 2.5 | 1.1 | 0.2 | 0.9 | 0.6 | -0.1
V1R ag counter | 0.8 | -0.1 | -0.4 | 0.7 | -1.0 | -1.4
CHO-K1 Ca PAM | 1 | 15 | -6 | 21 | 11 | 15
GPR7 antag | -10 | -9 | -12 | 0 | -10 | 3
CHO parental Ca | -10 | -31 | 2 | 9 | -4 | -15

43. CC(=O)N/C(=N\c1nc(C)cc(C)n1)Nc1ccccc1Cl
44. COc1cccc(N2CCN(Cc3nnnn3C3CCCCC3)CC2)c1
45. CC(C)CCN=CC1=C(O)CC(c2ccccc2)CC1=O (stereo not drawn)
46. COc1cc(C(O)P(=O)(OC(C)C)OC(C)C)cc(OC)c1OC (stereo not drawn)

Screen / compound no. | 43 | 44 | 45 | 46
TAAR1 antag | -7 | -4 | 0 | 11
CHO-K1 Ca antag | -5 | -3 | 8 | -5
OXTR potentiate | nt | -8 | -14 | -1
OXTR agonist | nt | 0.6 | -0.8 | -0.7
CHO-K1 Ca ag | 0.2 | -0.2 | -0.5 | 0.4
V1R ag counter | nt | 1.0 | -0.7 | 0.3
CHO-K1 Ca PAM | -9 | 10 | 2 | 3
GPR7 antag | -8 | -5 | -8 | 1
CHO parental Ca | nt | -27 | 5 | -15
